# Screens from PubChem.
# CASP6 VEID inh: human caspase-6 inhibitors, primary screen, biochemical, VEID-R110 fluorescence, single point, set 2; P55212; purified caspase-6, Z-VEID-R110 cleavage fluorescence; inhibition, % at 12.5 µM; 350,000 tested, 0.53% active; AID 686996, 2013;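 active = mean inhibition across replicates at least about 35%, with every replicate also reaching that limit, limit read from the data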;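 note: 0% = median of neutral control wells and 100% = no fluorescence left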
# Target sequence (P55212 24-179 limits assumed): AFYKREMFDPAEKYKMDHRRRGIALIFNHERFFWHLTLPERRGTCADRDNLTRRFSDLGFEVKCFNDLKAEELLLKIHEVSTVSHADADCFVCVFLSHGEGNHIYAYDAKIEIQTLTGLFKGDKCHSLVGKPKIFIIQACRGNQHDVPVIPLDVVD
# Target sequence (P55212 194-293 limits assumed): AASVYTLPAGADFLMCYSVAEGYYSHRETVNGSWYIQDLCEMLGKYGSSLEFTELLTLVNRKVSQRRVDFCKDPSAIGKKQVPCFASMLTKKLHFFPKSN
# PAX8 inh HTS: inhibitors of PAX8-driven TPO luciferase reporter, primary screen, RMG-I cells, single concentration. SteadyGlo, 24 h. inhibition, % at 12.6 µM. 360,000 tested, 1.2% active. AID 652154, 2013;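 active = mean replicate inhibition at least 60% with every replicate also reaching 60%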;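 note: luciferase light reporting Pax8 driven TPO promoter activity; plate controls were median of neutral control wells for no effect and mitoxantrone controls for full effect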
# EWS-Fli inh: EWS/Fli-driven NR0B1 reporter inhibitors, primary screen, A673 cells, NR0B1 luciferase, luminescence, MLPCN library. viability-normalised. inhibition, % at 12.6 µM. 350,000 tested, 0.67% active. AID 651661, 2012;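 active = mean inhibition of at least 50% after viability correction, with every replicate also passing that limit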;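 note: firefly luciferase signal divided by Alamar Blue viability fluorescence both relative to DMSO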
# LGR2 antag: inhibitors of bursicon-induced LGR2 CRE-luciferase signal, primary screen, cell-based, HEK293, CRE-luciferase reporter, bursicon stimulation; inhibition, % at 9.99 µM; bursicon-stimulated, 4 h; 380,000 tested, 0.35% active;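 active = drop in luminescence signal, shown as inhibition above about 50% in the replicate tests, limit read from the data, passing the limit was not always enough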;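 note: agonist challenge used bursicon conditioned medium at about half maximal strength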
# Cneo AK release: Cryptococcus neoformans cell lysis inducers, primary screen, AK release luminescence, single concentration | lysis activity, % at 15 µM | 360,000 tested, 0.2% active | C. neoformans lysis, adenylate kinase release luminescence, 4 h; normalised: neutral wells 0, clomiphene wells 100;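 active = mean lysis activity across replicates of at least 80%, whatever share of replicates individually reach that level; inactive = mean lysis activity below 80%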
#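 Signal: Adenylate kinase release luminescence | Assay system: Log-phase Cryptococcus neoformans yeast cells | Input: Cells at 5 × 10^6 per mL | Buffer or medium: Fresh YPD growth medium | Compound: Single dose | Schedule: Static 4 h at 37 °C with compound, 1 h detection | Controls: Clomiphene | Read-out: Luminescence rise reflecting yeast cell lysis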
# miR122 inh: miR-122 Renilla sensor signal increase in Huh7, primary screen, miR-122 inhibitor project, cell-based, single point, plate reader | Huh7 miR-122 Renilla luciferase sensor, 48 h; neutral wells = 0, positive control = 100 | activation (reporter increase), % at 12.5 µM | 340,000 tested, 0.3% active;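 active = mean replicate activation score at least 90 and every replicate individually at or above 90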;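 note: higher luciferase means less miR-122 activity so hits act as miR-122 inhibitors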
# PGC1a acetyl inh: inhibitors of PGC1a acetylation signal, primary screen, cell-based, U2OS, AlphaScreen, inhibitor mode | AlphaScreen anti-acetyl-lysine; with virally co-expressed GCN5 acetyltransferase | inhibition, % at 15.6 µM | 350,000 tested, 0.17% active | AID 651687, 2012;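 active = every replicate shows inhibition of at least 40%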;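 note: 0% = neutral control wells and 100% = positive control wells; some results beyond the cut were filed as inactive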
# FN deposit inh: inhibitors of fibronectin matrix deposition, primary screen, AH1F cells, Alexa488-fibronectin fluorescence, plate reader; AH1F fibroblasts, overnight; inhibition, % at 12.6 µM; 350,000 tested, 0.086% active;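 active = mean inhibition across replicates of 30% or more, regardless of how many single replicates reach that level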;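 note: positive control wells lacked labelled fibronectin entirely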
#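 Material: AH1F fibroblast monolayer depositing Alexa488-labelled fibronectin into matrix | Input: 10000 AH1F cells/well | Medium: DMEM plus 2% serum, read in PBS | Reagent: Alexa488-fibronectin, 24 nM final in well | Compound dosing: One dose per compound, pinned | Schedule: 1 h adhesion, overnight exposure | Measured by: Fluorescence at 485 nm excitation, 525 nm emission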
# * = called active by the depositor; . = not tested or not shown; & = joins results of further samples; [ ] = another dose, or the depositor's remark.
# Start of the data: the first five entries, to show the layout:
SMILES,CASP6 VEID inh,PAX8 inh HTS,EWS-Fli inh,LGR2 antag,Cneo AK release,miR122 inh,PGC1a acetyl inh,FN deposit inh
O=C(CCc1c[nH]c2ccccc12)N1CCCCCCC1,-1,-2,-1,-10,1,0,-5,2
CO[C@H]1CN(C)C(=O)c2cc(NC(=O)Nc3ccccc3)ccc2OC[C@H](C)NC[C@H]1C,-7,9,-1,-15,-4,1[16.7 µM],.,12
CC(NC(=O)C1(S(=O)(=O)c2ccc(Cl)cc2)CC1)c1ccccc1 (configuration not stated),-1,18,2,.,.,.,.,-2
C[C@@H]1CCCCO[C@@H](CN(C)S(=O)(=O)c2ccc(Cl)cc2)[C@H](C)CN([C@@H](C)CO)C(=O)c2cc(NC(=O)Nc3ccc(C(F)(F)F)cc3)ccc2O1,.,22,-3,8,2,-17[16.7 µM],10,-16
COCC#Cc1ccc2c(c1)O[C@@H](CN(C)Cc1cncnc1)[C@@H](C)CN([C@H](C)CO)S2(=O)=O,1,.,-6,-6,-4,9[16.7 µM],3,-61

# All compounds of this part, from the start:
SMILES,CASP6 VEID inh,PAX8 inh HTS,EWS-Fli inh,LGR2 antag,Cneo AK release,miR122 inh,PGC1a acetyl inh,FN deposit inh
O=C(CCc1c[nH]c2ccccc12)N1CCCCCCC1,-1,-2,-1,-10,1,0,-5,2
CO[C@H]1CN(C)C(=O)c2cc(NC(=O)Nc3ccccc3)ccc2OC[C@H](C)NC[C@H]1C,-7,9,-1,-15,-4,1[16.7 µM],.,12
CC(NC(=O)C1(S(=O)(=O)c2ccc(Cl)cc2)CC1)c1ccccc1 (configuration not stated),-1,18,2,.,.,.,.,-2
C[C@@H]1CCCCO[C@@H](CN(C)S(=O)(=O)c2ccc(Cl)cc2)[C@H](C)CN([C@@H](C)CO)C(=O)c2cc(NC(=O)Nc3ccc(C(F)(F)F)cc3)ccc2O1,.,22,-3,8,2,-17[16.7 µM],10,-16
COCC#Cc1ccc2c(c1)O[C@@H](CN(C)Cc1cncnc1)[C@@H](C)CN([C@H](C)CO)S2(=O)=O,1,.,-6,-6,-4,9[16.7 µM],3,-61
COc1ccc2oc(C(=O)Nc3ccc(S(=O)(=O)N(C)C4CCN(C)CC4)cc3)c(C)c2c1,-20,3,.,8,1,-8,-13,.
COC(=O)CSc1nnc2n(-c3ccc(OC)cc3)c(=O)c3c4c(sc3n12)CCCCC4,.,9,.,.,3,-8,7,-1
CCN(C[C@H]1N[C@@](C)(C(=O)OC)[C@H]2C(=O)N(C)C(=O)[C@@H]12)C(=O)COc1ccccc1,-1,7,1,1,3,.,.,-5
Oc1cccc(NC(=S)Nc2ccccc2)c1,-2,16,4,1,0,-10,-1,-3
CC1(C)CCC(=O)N2CC[C@H]3C[C@H](OC(=O)Nc4ccc(Br)cc4)C[C@@H]1[C@H]32,-3,-55,-56,19,-3,-1,2,-3
CN(C)CCN(C(=O)c1ccc2c(c1)OCCO2)c1nc2c(Cl)cccc2s1,1,-18,.,8,1,4,10,-1
CCc1ccc(-c2nc(CSCC(=O)NC3CC3)c(C)o2)cc1,-2,32,.,-15,2,.,.,2
Cc1ccc2[nH]c(=O)c(CN(Cc3cccs3)Cc3nnnn3CC3CCCO3)cc2c1 (configuration not stated),.,.,.,.,1,1,-4,9
O=C(O)CCCNS(=O)(=O)c1ccc(F)cc1,.,.,.,.,1,-2,-3,9
CCc1nc(SCC(=O)Nc2ccc(OC)cc2[N+](=O)[O-])n[nH]1,1,0,-1,12,.,7,2,-4
O=c1c2oc3ccccc3c2ncn1Cc1ccccc1F,.,6,.,.,.,3,2,-2
Cc1ccccc1NC(=O)c1oc(=O)c2ccccc2c1-c1ccccc1,.,4,.,-10,2,1,8,6
COc1cc(NC(=S)N2CCN(CCO)CC2)cc(OC)c1,-4,11,4,-2,1,0,4,-6
COc1cc(Cl)c(C)cc1NC(=O)COC(=O)CCc1nc2ccccc2c(=O)[nH]1,2,0,-9,-5,.,.,.,-5
O=C(CCc1ccccc1)NNC(=O)COc1ccc(Cl)cc1,-5,.,-3,5,1,5,.,-9
CCCNC(=S)Nc1ccc(S(N)(=O)=O)cc1,0,-8,-3,38,.,0,7,5
O=C(NNS(=O)(=O)c1ccc(F)cc1F)C1Cc2c(ccc3ccccc23)O1 (configuration not stated),.,28,.,.,0,.,3,-1
OCCNCc1cccc(OCc2ccc(Cl)cc2)c1,-2,-14,-14,1,-1,0,6,5
COCC#Cc1ccc2c(c1)O[C@@H](CN(C)S(=O)(=O)c1ccc(C)cc1)[C@@H](C)CN([C@@H](C)CO)S2(=O)=O,-2,.,-3,2,-4,-8[16.7 µM],-20,-6
O=C(O)C1CCN(c2ccc([N+](=O)[O-])cc2[N+](=O)[O-])CC1,18,9,-7,8,2,-2,-20,-25
O=C(Nc1ccc(F)cc1)Nc1ccc2c(c1)[C@H]1C[C@@H](CC(=O)N3CCOCC3)O[C@@H](CO)[C@H]1O2,3,-6,-1,-7,-10,3[16.7 µM],-7,-14
CC(C)OC(=O)N(C)C[C@H]1OCc2cn(nn2)CCCC(=O)N([C@H](C)CO)C[C@@H]1C,10&-2,-19&2,-1&-6,7,-1,2,3&4,9&-3
CSC[C@@H]1NC(=S)N(c2ccc(C)cc2)C1=O,0,20,20,4,.,.,.,-18
CCOc1ccc(N(C(=O)CNC(=O)c2ccco2)C(C(=O)NC2CCCC2)c2cccnc2)cc1 (configuration not stated),3,-14,4,-3,-3,.,.,7
COc1nc(NCC(C)C)nc(Oc2ccc(OCc3ccccc3)nn2)n1,.,-15,.,.,0,-3,-8,-16
C[C@H]1CN([C@@H](C)CO)C(=O)c2cc(N(C)C)ccc2O[C@@H]1CN(C)Cc1ccccc1,1,-18,-8,4,-6,-2[16.7 µM],1,.
C[C@H](CO)N1C[C@H](C)[C@@H](CN(C)S(=O)(=O)c2ccc(F)cc2)Oc2cc(Br)ccc2S1(=O)=O,1&-6&0,-10&-12&16,-5&4&6,10&11,0&-4,-4&9[16.7 µM],1&-2,-1&1
O=C(N/N=C/c1ccc(C(=O)O)cc1)C(=O)N1CCCCCC1,0,-11,.,16,4,1,.,.
COCC1CCN(Cc2cn[nH]c2-c2cc(OC)c(OC)c(OC)c2)CC1,-4,15,4,-3,-2,-5,2,-11
Cc1cc(C)c(OCCCNCc2ccccc2)c(Br)c1,-6,8,37,11,2,4,-20,10
Cc1c(CCOC(=O)CC23CC4CC(CC(C)(C4)C2)C3)sc[n+]1CC(=O)c1ccccc1,-3,-7,76*,0,.,.,.,-13
CC(C)CC#Cc1cnc2c(c1)C(=O)N([C@@H](C)CO)C[C@@H](C)[C@H](CN(C)C(=O)Nc1cc(F)ccc1F)O2,2,3,8,-12,4,5[16.7 µM],-2,.
CC(OC(=O)c1cccc(-n2cnnn2)c1)C(=O)Nc1ccc(F)cc1 (configuration not stated),2,1,.,-4,8,2,10,.
O=C1NC(NS(=O)(=O)c2ccccc2)(C(F)(F)F)C(=O)N1Cc1cccnc1 (configuration not stated),.,-25,.,.,-1,-5,0,6
CN(C)c1cccc2c(S(=O)(=O)Nc3ccccn3)cccc12,.,-6,.,.,0,40,-5,1
COc1ccc(CCn2c(C)nc3ccccc3c2=O)cc1OC,3,5,-2,-20,2,6,0,-7
Cc1ccc(S(=O)(=O)NCc2cccnc2)c(C)c1,0,-13,-9,10,-1,.,.,-1
COc1ccc(C(=O)O/N=C(\N)Cc2ccc(Cl)cc2Cl)cc1OC,.,30,.,12,.,.,-3,4
C/C(=N/NS(C)(=O)=O)c1ccc2ccccc2c1,.,-28,.,.,1,6,9,4
C[C@H](CO)N1C[C@H](C)[C@H](CN(C)CC2CCCCC2)Oc2c(NC(=O)c3cnccn3)cccc2C1=O,0,-16,0,9,0,119*[16.7 µM],9,.
Cc1cccc(NC(=O)CSc2ncnc3nc[nH]c23)c1C,-2,.,13,-6,2,-6,12,.
O=C(NCc1ccccc1C(F)(F)F)C1CC(c2cccc(F)c2)=NO1 (configuration not stated),-1,5,1,-29,-1,-3,-13,-14
CCCOc1cccc(C(=O)N/N=C/c2coc3ccccc3c2=O)c1,1,-12,.,-1,1,-7,8,.
OC(CCN1CCCCC1)(c1ccccc1)C1C[C@@H]2C=C[C@H]1C2 (some centres not stated),0,13,-1,2,0,2,-7,-4
Cc1nn(CC(=O)OCC(=O)NCCc2ccc(F)cc2)c(C)c1[N+](=O)[O-],0,-13,3,-2,0,-5,-1,5

# Remaining list, next part.
SMILES,CASP6 VEID inh,PAX8 inh HTS,EWS-Fli inh,LGR2 antag,Cneo AK release,miR122 inh,PGC1a acetyl inh,FN deposit inh
O=[N+]([O-])c1ccc(N2CCN(c3ccc(O)cc3)CC2)c(Cl)c1,4,-7,-6,12,-3,1,4,-6
COc1ccc(C(=O)NC2CCN(S(=O)(=O)Cc3ccccc3)CC2)c(OC)c1,.,.,.,.,-3,7,8,15
CC(=O)N(Cc1ccc(F)cc1)c1cccc(C)c1C,0,16,11,25,.,.,.,0
S=c1nc2c(n[nH]1)c1ccccc1n2CCc1ccccc1,0,10,37,-6,-1,1,-1,-6
Cn1c(NC(=O)c2ccc(S(=O)(=O)N3CCOCC3)cc2)cc(=O)n(C)c1=O,-3,18,6,6,-2,-1,3,-3
CCNC(=O)/C=C/c1ccccc1[N+](=O)[O-],0,20,0,12,.,1,4,3
CC1CCc2sc(C(=O)NN=C3CCC(c4ccccc4)CC3)cc2C1 (configuration not stated),-1,-8,-2,7,.,-21,5,-3
Cc1nc2ccccc2nc1N/N=C/c1ccc(O)cc1O,6,4,-6,-10,.,-3,-6,16
O=C(Nc1ccc2c(c1)CN(Cc1ccco1)CC2)C1CCCO1 (configuration not stated),0,.,.,0,-2,4,.,5
Cc1ccc(S(=O)(=O)N/N=C\c2ccc([N+](=O)[O-])o2)cc1C,2,1,.,-1,0,-1,.,.
COc1ccccc1C(OC(=O)c1ccco1)C(=O)NC(C)(C)C (configuration not stated),.,-4,.,.,-2,.,-13,4
CCOc1ccccc1NC(=O)Cn1c(C)cc(COC)c(C#N)c1=O,.,.,.,.,0,2,9,-14
O=C(OCc1nc2ccsc2c(=O)[nH]1)c1ccco1,11,-7,-11,8,.,.,.,1
O=C(C[C@H]1CC[C@@H]2[C@H](COC[C@H](O)CN2C(=O)c2ccccc2)O1)Nc1nccs1,0,-8,-10,2,-3,-1[16.7 µM],-6,0
CCC(CC)C(=O)OCC(=O)Nc1ccc(S(=O)(=O)N2CCOCC2)cc1OC,1,.,.,28,0,3,.,.
CO[C@@H]1CN(C)C(=O)c2cc(NS(C)(=O)=O)ccc2OC[C@@H](C)N(C(=O)C2CCC2)C[C@H]1C,1,.,-2,2,0,-4[16.7 µM],-11,2
COc1cccc(S(=O)(=O)Nc2ccc3c(c2)[C@@H]2C[C@@H](CC(=O)O)O[C@H](CO)[C@@H]2O3)c1,2,-1,-3,6,-24,-4[16.7 µM],12,1
COCCCNC(=O)CN(c1cccc(Cl)c1)S(C)(=O)=O,.,4,.,.,3,-7,-7,0
COCCCNC(=S)N(Cc1ccccc1)Cc1ccc(F)cc1,1,-1,1,-4,.,8,6,19
COc1cc(NC(=O)COC(=O)c2n[nH]c3ccccc23)c(C)cc1[N+](=O)[O-],-3,-5,-3,16,3,-1,5,-5
